TCR act – Activators of T cell receptors: qHTS campaign | primary human leukocytes, anti-CD3, IL-2 HTRF, 48 h | Potency, µM (highest dose often 9.22 µM), for inactives: top-dose activation of IL-2 secretion, actives largely listed as activators | 330,000 tested, under 10 active | AID 504894, 2011; note: % of control where 0% means no effect
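HTRF read-out of IL-2 secretion: europium cryptate donor excited at 320nm, d2 acceptor emission at 665nm. Cells were primary human leukocytes incubated 48 hr with compounds and a-CD3 beads, supplying TCR signal only.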
Tb PFK block – qHTS Assay to Find Inhibitors of T. brucei phosphofructokinase; ATP-dependent 6-phosphofructokinase (Trypanosoma brucei brucei), O15648; T. brucei PFK, ADP-Glo luminescence; Potency, µM (top dose mostly 57.5 µM), inactives show at the top dose activity, negative = inhibition, usual class: inhibitors; 330,000 tested, 0.17% active;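 note: potency is the fitted concentration of half-maximal effect; 0% = uninhibited 1x PFK enzyme wells and -100% = no-enzyme wells; nearly all actives have a fitted effect of over 60% in size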
Target sequence (O15648 whole entry, looked up): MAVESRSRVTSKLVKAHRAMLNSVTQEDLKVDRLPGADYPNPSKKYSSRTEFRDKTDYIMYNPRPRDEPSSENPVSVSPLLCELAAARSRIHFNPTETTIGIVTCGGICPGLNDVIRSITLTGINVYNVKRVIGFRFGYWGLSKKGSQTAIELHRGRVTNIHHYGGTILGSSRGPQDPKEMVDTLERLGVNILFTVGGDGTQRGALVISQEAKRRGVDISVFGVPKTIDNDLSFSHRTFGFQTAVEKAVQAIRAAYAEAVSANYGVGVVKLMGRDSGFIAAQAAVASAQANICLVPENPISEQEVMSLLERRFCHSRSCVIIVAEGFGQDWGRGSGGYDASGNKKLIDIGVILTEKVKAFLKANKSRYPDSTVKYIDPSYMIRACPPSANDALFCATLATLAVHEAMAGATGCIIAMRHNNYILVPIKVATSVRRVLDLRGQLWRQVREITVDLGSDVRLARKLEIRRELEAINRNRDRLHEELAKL
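PFK 1.25 nM, F6P 0.5 mM, ATP 0.1 mM, 0.1 M TEA pH 8.0, 5 mM MgCl2, 0.01% Tween20, 0.1% BSA; 45 min RT. ADP-Glo readout. qHTS titration up to 57 uM; curves fitted, compounds curve-classed.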
Chronic BCR inh – qHTS Assay to Find Inhibitors of Chronic Active B-Cell Receptor Signaling | ABC-DLBCL IkBa-CBG/CBR reporter, luminescence ratio, 4 h | Potency, µM (top dose mostly 46.1 µM), for the others: at the highest dose ratio change, negative = lower green/red ratio, usual class: inhibitors | 340,000 tested, 0.05% active | AID 493014, 2011; active = well fitted inhibition curve with a large enough effect in the signal ratio, with a control signal flat, not every such curve was filed as active; inconclusive = small, poorly fitted or top-dose-only effect, or effect the other way, or a change in a side signal; the % refers to the signal ratio;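 note: potency is the fitted concentration of half-maximal effect; plate controls were basal doxycycline-induced cells for no effect and cells given 10 µM MG132 for full effect; MG132 reads +100%, hits lower the ratio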
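Compounds up to 46 uM were incubated four hours with TMD8 cells whose green CBG68 luciferase is fused to IkappaBalpha; red CBR luminescence normalised the signal, and concentration-effect curves were fitted to fusion, red and ratio data.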
A-T KAP1 phos – qHTS Assay for Identifying a Potential Treatment of Ataxia-Telangiectasia; AID 485349, 2010; Potency, µM (doses to about 57.5 µM), for the others: top-dose activation, most hits filed as activators; […] A-T fibroblasts, KAP-1 phosphorylation AlphaLISA; neocarzinostatin DNA damage 30 min before lysis; 320,000 tested, 0.19% active; note: potency is the fitted concentration of half-maximal effect; % of control where 0% means no effect; nearly all actives have a fitted effect of over 45% in size
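ATM-like activity read as KAP-1 phosphorylation via AlphaLISA donor/acceptor antibody pairs after lysis and 6 hr at 25C. Cells were ATM-null patient fibroblasts ([…], hTERT), dosed 60 min, then exposed to the DSB inducer NCS for 30 min.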
Integrin act MD – qHTS for Activators of Integrin-Mediated Alleviation for Muscular Dystrophy. Potency, µM (highest dose often 38.3 µM), for the others: top-dose activation, actives largely listed as activators. alpha7betagal myoblasts, beta-gal FDG fluorescence, 48 h. 350,000 tested, 0.064% active;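 note: potency is the fitted concentration of half-maximal effect; 100% = response of the positive control SU9516; nearly all actives have a fitted effect of over 60% in size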
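Alpha7betagal+/- myoblasts (passage 13) were plated 16-24 hr, then exposed to compounds (1:260 dilution of DMSO stock) for 48 hours at 37C. After MPER lysis, β-galactosidase reporter activity was read as FDG fluorescence (ex 480/em 540) after 30 minutes.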
Eya2 inh – qHTS Assay for Inhibitors of the Phosphatase Activity of Eya2; recombinant Eya2, OMFP fluorescence dephosphorylation (OMFP is methylfluorescein phosphate); Potency, µM (doses to about 76.9 µM), without a hit: at the highest dose activity, negative = inhibition, hits mostly inhibitors; 330,000 tested, 0.006% active; AID 488837, 2010; note: potency is the fitted concentration of half-maximal effect; % is set by controls: 0 for no effect and ±100 for the full control effect
Target sequence (O00167 whole entry, looked up): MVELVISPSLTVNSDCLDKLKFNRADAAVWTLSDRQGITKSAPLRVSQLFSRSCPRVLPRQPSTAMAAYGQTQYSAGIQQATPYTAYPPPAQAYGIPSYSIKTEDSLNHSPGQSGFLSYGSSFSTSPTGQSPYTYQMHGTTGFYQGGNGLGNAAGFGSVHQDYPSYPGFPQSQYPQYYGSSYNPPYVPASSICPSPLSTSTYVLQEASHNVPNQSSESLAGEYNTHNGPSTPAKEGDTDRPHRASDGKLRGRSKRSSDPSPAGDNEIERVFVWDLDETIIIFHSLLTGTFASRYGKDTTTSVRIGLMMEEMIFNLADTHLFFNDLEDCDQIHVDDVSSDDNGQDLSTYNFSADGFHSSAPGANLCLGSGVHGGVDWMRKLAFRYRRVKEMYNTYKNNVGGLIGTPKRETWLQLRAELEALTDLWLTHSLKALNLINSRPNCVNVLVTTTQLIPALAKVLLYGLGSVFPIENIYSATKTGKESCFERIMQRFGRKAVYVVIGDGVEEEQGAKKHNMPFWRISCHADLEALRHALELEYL
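Eya2 protein (added as 0.2 uM solution) was preincubated with compound for 10 min at ambient temperature in 50 mM HEPES pH 7.5, 50 mM NaCl, 5 uM MgCl2, 0.05% BSA, 1 mM DTT. OMFP (added at 50 uM) then reacted 10 min; fluorescence read at 485/525 nm.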
TSHR antagonist – Antagonists of the Thyroid Stimulating Hormone Receptor: HTS campaign. activity change, negative = inhibition, % at 11.5 µM. 330,000 tested, 0.2% active. TSHR-expressing cells, TSH-stimulated cAMP HTRF, 2 h; active compounds read low. AID 504810, 2011;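 active = activity change below a set negative limit, meaning inhibition stronger than a set level, cut at about -70% in these data; inconclusive = activity change between two set negative limits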; note: % is set by controls: 0 for no effect and ±100 for the full control effect
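Competitive HTRF cAMP read-out (cryptate anti-cAMP antibody, cAMP-d2; 30 min, room temperature) in freshly harvested TSHR cells. Compounds added before TSH at EC80 (4nM final), followed by 2 hours' incubation at 37 deg C.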
PTAP TSG101 blk – qHTS Assay for Iinhibitors of HIV-1 Budding by Blocking the Interaction of PTAP/TSG101; Potency, µM (highest dose often 115 µM), for inactives: top-dose activity change, negative = inhibition, hits mostly inhibitors; 340,000 tested, under 10 active; Fluorescence polarization, FITC-PTAP peptide / Tsg101 binding; AID 493005, 2010; active = well fitted inhibition curve with a large enough effect in the main read-out, with a control signal flat, not every such curve was filed as active; inconclusive = small, poorly fitted or top-dose-only effect, or effect the other way, or a change in a side signal; inactive = no such curve, though single readings can be large or run the other way; note: potency is the fitted concentration of half-maximal effect; % of control where 0% means no effect
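Fluorescence polarization binding of Tsg101 binding domain (10 uM final) to FITC-labeled PTAP peptide (50 nM final) in HEPES pH 7.5 buffer with NaCl, Tween 20, EDTA, TCEP. Compounds added before peptide; binding 20 min at RT.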
Mito fusion act – qHTS Assay for Small Molecule Inhibitors of Mitochondrial Division or Activators of Mitochondrial Fusion; S. cerevisiae fusion-defective mutant growth rescue, CellTiterGlo 48 h; 320,000 tested, 0.23% active; Potency, µM (top dose mostly 46.1 µM), for inactives: at the top dose growth rescue (activation), actives largely listed as activators;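 note: potency is the fitted concentration of half-maximal effect; % of control where 0% means no effect; nearly all actives have a fitted effect of over 45% in size; temperature-sensitive fusion mutants such as fzo1-1 at 37 °C on non-fermentable ethanol glycerol medium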
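Yeast fusion mutant, YPEG (non-fermentable carbon), compound, 48 h at 37C non-permissive; CellTiterGlo added, 10 min RT, luminescence read. Rescued growth = division inhibition.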
ASM inhibitor – Inhibitors of Secretory Acid Sphingomyelinase (S-ASM): qHTS; Sphingomyelin phosphodiesterase (Homo sapiens), P17405; placental ASM, HMU-PC fluorogenic substrate, 60 min; Potency, µM (titrated, usually from 57.5 µM), without a hit: at the top dose activity change, negative = inhibition, hits mostly inhibitors; 340,000 tested, 0.006% active; AID 504937, 2011; note: potency is the fitted concentration of half-maximal effect
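Human placenta-derived ASM enzyme was preincubated with compound for 10 minutes at room temperature, then given fluorogenic substrate HMU-PC0 (9 uM final) for 60 minutes at 37 °C; a pH 10 stop preceded fluorescence reading at Ex 386/Em 447 nm.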
ELG1 DNA repair – qHTS screen for small molecules that inhibit ELG1-dependent DNA repair in human embryonic kidney (HEK293T) cells expressing luciferase-tagged ELG1. HEK293T ELG1-luciferase reporter, luminescence, 16 h; DNA damage induced by 5-fluorouridine. Potency, µM (doses to about 46.1 µM), for the others: at the top dose activity change, negative = inhibition, usual class: inhibitors. 330,000 tested, 2.3% active. AID 504467, 2011; note: potency is the fitted concentration of half-maximal effect; % is set by controls: 0 for no effect and ±100 for the full control effect; nearly all actives have a fitted effect of over 55% in size
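In this reporter screen, reduction of luminescence relative to DMSO vehicle indicated activity. Compounds and 5-fluorouridine were added together to 2,000 cells per well, incubated for 16 hr at 37 °C, then developed with ONE-Glo.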
Numbers without * were called inactive; u = inconclusive; x = no result given; [ ] = remark or other dose. Unless noted, calls come from the whole dose curve; as a rule, active = well fitted curve in the direction sought with a large enough effect; inconclusive = small, poorly fitted or top-dose-only effect, or another doubt; inactive = no such curve, though single readings can be large; an effect the other way counts as inactive or inconclusive. Random draw from the library; any-hit rate near 3.2%.

SMILES	TCR act	Tb PFK block	Chronic BCR inh	A-T KAP1 phos	Integrin act MD	Eya2 inh	TSHR antagonist	PTAP TSG101 blk	Mito fusion act	ASM inhibitor	ELG1 DNA repair
Fc1cccc(Cl)c1Cc1noc(/C=C/c2ccccc2)n1	-5%	-3%	u	5%	-21%	-1%	-7	0%	-3%	-2%	u
CCCCCCCNC(=O)C1(CC2CC(c3cccc(Br)c3)=NO2)CCN(C(=O)C2(C)CC2)CC1 (stereo not given)	-3%	-8%	-7%	9%	-32%	-16%	-17	2%	-8%	u	u
Cc1ccc(C(C)C)c(OCCNCCc2ccccc2)c1	3%	-1%	2%	-2%	-22%	6%	1	0%	-16%	-1%	u
CC1CCN(S(=O)(=O)c2cccc(C(=O)N(C)C3CCS(=O)(=O)C3)c2)CC1 (stereo not given)	-7%	-16%	-3%	-4%	-5%	-1%	14	-9%	-9%	1%	-2%
O=C(Nc1ccc(Cl)cc1)N1CCc2[nH]c3ccccc3c2C1	-32%	0%	u	2%	14%	-12%	-14	-5%	-3%	-7%	u
CC(C)C(c1nnnn1Cc1ccc(F)cc1)N1CCSCC1 (stereo not given)	1%[46.1 µM]	1%	-6%	10%	-19%	-3%	-8	-6%	5%	0%	10%
COc1ccccc1NC(=O)Cn1cnc2sc(C)c(S(=O)(=O)N3CCCCC3)c2c1=O	-5%	0%	-1%	-11%	-18%	5%	-6	-1%	-4%	1%	-13%
CCOC(=O)c1c(-c2ccc(C)cc2)csc1NC1=NS(=O)(=O)c2ccccc21	-7%[46.1 µM]	u	7%	1%	31%	8%	-4	-1%	-1%	8%	4%
O=C(c1ccco1)N1CCn2c1nc1ccccc12	-3%[46.1 µM]	-7%	5%	11%	31%	-14%	-11	-11%	0%	6%	u
C=C(C)CN=c1scc(C)n1/N=C/c1ccco1	-6%	0%	-2%	-2%	12%	1%	8	-3%	1%	-3%	18%
NC(=O)COC(=O)CNC(=O)c1sc2ccccc2c1Cl	1%	16%	3%	-9%	14%	1%	-5	-1%	13%	4%	13%
CCn1nccc1C(=O)Nc1ccc(Cl)c(Cl)c1	0%[46.1 µM]	-12%	7%	-5%	-7%	3%	-11	-8%	-1%	-9%	u
COC(CN1CCc2c(C)nc3c(C#N)cnn3c21)OC	1%	-1%	-6%	1%	u	-3%	1	-5%	25%	4%	3%
C=CCN=c1scc(C)n1/N=C/c1ccc(O)c(O)c1	8%	9%	u	-27%	12%	2%	-8	0%	-1%	34%[activator]	u
COc1ccc2oc(C(=O)Nc3ccc(N4CCOCC4)cc3)c(C)c2c1	-2%	-8%	-3%	6%	1%	-10%	4	-2%	4%	-2%	u
O=C(COc1coc(CN2CCc3ccccc32)cc1=O)Nc1ccc([N+](=O)[O-])cc1	-4%	-5%	2%	-8%	-7%	1%	-9	-1%	2%	0%	-6%
Cc1cc(O)c(CN(C)C)c2c1C(=O)/C(=C/c1ccco1)O2	11%	-5%	1%	0%	20%	3%	-7	u	-8%	7%	0%
O=C(O)/C=C/C(=O)Nc1ccccc1C(=O)OCC(=O)c1ccc2c(c1)OCCO2	-10%	-14%	u	-9%	17%	-5%	-4	-4%	0%	6%	u
CC(C)C[C@H](NC(=O)C1CCN(C(=O)[C@H](Cc2ccccc2)NC(=O)OC(C)(C)C)CC1)C(=O)O	-4%	-3%	2%	-12%	-17%	12%	6	0%	-2%	6%	-3%
O=C(CCN1C(=O)/C(=C/c2ccc(Cl)cc2)SC1=S)NC1C=CS(=O)(=O)C1 (stereo not given)	2%	0%	u	2%	u	2%	-9	0%	-2%	0%	u
COCc1ccc(C(=O)NC2CC(C)(C)Cc3c2cnn3-c2ccc(C)cc2)o1 (stereo not given)	0%	-1%	u	21%	0%	-6%	18	-1%	8%	2%	-16%
Cc1cc(-c2ccc(C)c(S(=O)(=O)NCC3CCN(Cc4ccc(F)cc4)CC3)c2)on1	-4%	1%	1%	2%	-53%[inhibitor]	2%	14	-6%	16%	-5%	-20%
CCc1nc(CNC(=O)C2CCC(=O)N(Cc3ccccc3F)C2)no1 (stereo not given)	7%	3%	8%	-8%	12%	-23%	20	-8%	1%	1%	17%
COc1cc(NC(=O)COC(=O)CSc2ccc3ccccc3c2)c(C)cc1[N+](=O)[O-]	-16%[46.1 µM]	0%	0%	-6%	1%	-1%	-7	-3%	0%	-8%	11%
O=C(Cc1csc(-c2ccccc2)n1)Nc1ccc(C(F)(F)F)cc1	-1%[46.1 µM]	0%	6%	2%	13%	-12%	-16	-1%	1%	-9%	1%

Of the compounds above, these have a thiophene ring, fused or not:
SMILES	TCR act	Tb PFK block	Chronic BCR inh	A-T KAP1 phos	Integrin act MD	Eya2 inh	TSHR antagonist	PTAP TSG101 blk	Mito fusion act	ASM inhibitor	ELG1 DNA repair
COc1ccccc1NC(=O)Cn1cnc2sc(C)c(S(=O)(=O)N3CCCCC3)c2c1=O	-5%	0%	-1%	-11%	-18%	5%	-6	-1%	-4%	1%	-13%
CCOC(=O)c1c(-c2ccc(C)cc2)csc1NC1=NS(=O)(=O)c2ccccc21	-7%[46.1 µM]	u	7%	1%	31%	8%	-4	-1%	-1%	8%	4%
NC(=O)COC(=O)CNC(=O)c1sc2ccccc2c1Cl	1%	16%	3%	-9%	14%	1%	-5	-1%	13%	4%	13%

Next section:
SMILES	TCR act	Tb PFK block	Chronic BCR inh	A-T KAP1 phos	Integrin act MD	Eya2 inh	TSHR antagonist	PTAP TSG101 blk	Mito fusion act	ASM inhibitor	ELG1 DNA repair
CC(=O)Nc1ccc(C2(c3ccc(NC(C)=O)cc3)NC(=O)c3ccccc32)cc1	x	1%	5%	4%	15%	3%	-16	1%	-1%	13%	9%
O=C(O)[C@H]1CCCN1S(=O)(=O)c1cccc2cccnc12	4%	6%	u	-1%	33%	5%	-13	-3%	-1%	0%	10%
CCOc1cccc(OCCOCCN(C)C)c1	5%[46.1 µM]	-1%	-3%	12%	-5%	13%	9	-1%	-4%	-1%	1%
COc1ccccc1Nc1nnc(SC(C)C(=O)NC2CC2)s1 (stereo not given)	-7%	-2%	-6%	-3%	-10%	2%	4	-1%	1%	-6%	13%
CCCCCCc1nnc(NC(=O)c2ccco2)s1	x	1%	1%	-2%	-9%	3%	1	-7%	-3%	-2%	u
CCOc1ccc(Br)cc1CNc1ccc2c(c1)OCCO2	-2%	0%	4%	1%	19%	-16%	-15	-2%	0%	-1%	11%
CN1CCN(c2cc(N3CCN(C(=O)c4ccco4)CC3)c3c4c(onc24)-c2ccccc2C3=O)CC1	9%	0%	u	-9%	-67%[inhibitor]	10%	-19	u	-19%	-14%	-1%

An excerpt from above in order of heavy-atom count, ascending.
SMILES	TCR act	Tb PFK block	Chronic BCR inh	A-T KAP1 phos	Integrin act MD	Eya2 inh	TSHR antagonist	PTAP TSG101 blk	Mito fusion act	ASM inhibitor	ELG1 DNA repair
CCOc1cccc(OCCOCCN(C)C)c1	5%[46.1 µM]	-1%	-3%	12%	-5%	13%	9	-1%	-4%	-1%	1%
O=C(O)[C@H]1CCCN1S(=O)(=O)c1cccc2cccnc12	4%	6%	u	-1%	33%	5%	-13	-3%	-1%	0%	10%
CCOc1ccc(Br)cc1CNc1ccc2c(c1)OCCO2	-2%	0%	4%	1%	19%	-16%	-15	-2%	0%	-1%	11%

High-throughput results as filed in PubChem BioAssay.
